iPSC survival up – increases survival of single human iPS cells; survival enhancement, % at 20 µM; hiPSC single-cell survival, ATPlite luminescence; 100% = ROCK inhibitor wells, 0% = DMSO; 360,000 tested, 0.044% active; in the data active = survival enhancement above about 18%;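 also: cells exposed to compounds for 16 hours before the ATP read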
KKLEB cytotox – counter-screen for CF NF-kB inhibitors: cytotoxicity | KKLEB CF airway cells viability, ATPlite luminescence, overnight; active compounds read low; cells stimulated with P. aeruginosa culture filtrate | activity change (cytotoxicity), % at 5 µM | AID 602141 | 360,000 tested, 0.36% active;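 active = corrected activity change at or below -50% at 5 µM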
HIF-2a block – inhibitors of HIF-2a | 786-0 RCC cells HIF-2a reporter, luciferase luminescence, overnight | inhibition, % at 18.8 µM | 360,000 tested, 0.72% active | AID 624352;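 active = inhibition of the luminescence signal of 40% or more relative to plate controls, in a single-dose primary screen at 18.75 µM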
C8 TRAIL sens – caspase-8 TRAIL sensitization. 360,000 tested, 1% active. inhibition (viability loss, TRAIL sensitization), % at 10 µM. NB7+C8 cells + TRAIL, ATPlite viability luminescence;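 active = compounds causing at least 50% loss of cell viability in the single-dose screen, relative to plate controls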
MITF TRPM1 inh – reduces MITF-dependent TRPM1 promoter luciferase signal; SK-MEL-5 TRPM1 promoter luciferase, 24 h; inhibition, % at 12.5 µM; 330,000 tested, 0.83% active; AID 488899;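 active = mean inhibition across replicates of 60% or more, whatever share of single replicates reaches that level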; also: values of inactives mirror those of a sister screen read the other way
CF NFkB inh – inhibitors of cystic fibrosis induced NF-kB; KKLEB NF-kB-GFP reporter, PAF-induced, GFP fluorescence overnight; inhibition, % at 5 µM; 360,000 tested, 0.86% active;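 active = at least 50% inhibition at 5 µM, scaled per plate between neutral and stimulator controls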;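 also: PAF is a Pseudomonas aeruginosa culture filtrate used as stimulus; plate controls were PAF-stimulated DMSO wells for no effect and unstimulated DMSO wells for full effect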
NR2E3 ag-1 – activates human NR2E3 receptor | Q9Y5X4 | CHO-S Gal4-NCOR/VP16-NR2E3 two-hybrid, luciferase | inhibition of corepressor binding, % at 3.98 µM | 360,000 tested, 0.35% active | AID 602229;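 active = inhibition above the mean of all tested compounds plus 3 SD, cut at about 70% in these data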;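 also: 0% = DMSO with NR2E3 transfected cells and 100% = cells lacking NR2E3 construct; higher means lower luciferase signal from less NR2E3 corepressor binding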
Target sequence (Q9Y5X4 whole entry, looked up, the tested form may be a part): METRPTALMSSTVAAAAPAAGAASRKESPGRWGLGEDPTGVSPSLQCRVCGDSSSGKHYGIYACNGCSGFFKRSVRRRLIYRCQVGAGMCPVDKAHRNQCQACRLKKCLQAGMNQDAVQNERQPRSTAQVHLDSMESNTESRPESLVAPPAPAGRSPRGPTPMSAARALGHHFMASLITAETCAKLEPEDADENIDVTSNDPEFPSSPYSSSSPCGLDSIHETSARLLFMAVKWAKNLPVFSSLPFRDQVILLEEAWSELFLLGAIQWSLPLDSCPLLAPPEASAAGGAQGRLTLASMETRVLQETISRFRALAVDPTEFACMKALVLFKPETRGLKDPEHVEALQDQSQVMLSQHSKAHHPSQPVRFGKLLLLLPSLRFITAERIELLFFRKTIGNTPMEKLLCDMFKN
Shn3 3UTR inh – Schnurri-3 reporter inhibition in Clone20 osteoblasts | Clone20 osteoblast Shn3 3'UTR firefly luciferase, 24 h | inhibition, % at 12.5 µM | 360,000 tested, 0.52% active;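 active = mean inhibition of at least 75% with every replicate also reaching 75%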;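 also: 0% = median of neutral control wells and 100% = pilot-screen positive control compound; some compounds past the cut are filed as inactive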
Peg3 promoter – reduces Peg3 promoter-driven luciferase expression in HeLa. AID 588405. 360,000 tested, 1.7% active. inhibition, % at 20 µM. HeLa PEG-Prom luciferase reporter, luminescence, overnight;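 active = inhibition of at least 50% at 20 µM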
NR2E3 ag-2 – agonists of human nuclear receptor NR2E3; AID 2300; Q9Y5X4; 320,000 tested, 0.12% active; inhibition of corepressor binding, % at 4.78 µM; GST-NR2E3/biotin-RetCOR TR-FRET, 1536-well;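 active = percent inhibition above the cutoff of mean plus 3 SD of all tested compounds, set per screening campaign, cut at about 20% in these data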;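 also: 0% = DMSO wells and 100% = biotin wells as full block of FRET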
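Test system: GST-NR2E3 and biotin-RetCOR proteins | Quantity: 1.35 nM GST-tagged NR2E3 final | Medium: Tris pH 7.5 | Also added: 7 nM biotin-RetCOR | Dosing: Compound at 4.8 µM, single dose | Timing: 5 h at 4 °C | Detection: Time-resolved FRET | Read-out basis: Percent inhibition | Benchmarks: Biotin wells as high control, 0.6% DMSO wells as low control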
EBV LMP1 NFkB – Epstein-Barr LMP1 NF-kappaB reporter inhibition | LMP1-induced NF-kappaB luciferase reporter cells, luminescence | AID 504558 | 350,000 tested, 0.69% active | inhibition, % at 12.5 µM; in the data active = inhibition above about 41%;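 also: 0% = neutral control wells and 100% = reference inhibitor control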
Starred values were filed as active, the others as inactive; . = not tested or not shown. Some of the compounds tested. The share of hits here may be higher or lower than overall.

SMILES	iPSC survival up	KKLEB cytotox	HIF-2a block	C8 TRAIL sens	MITF TRPM1 inh	CF NFkB inh	NR2E3 ag-1	Shn3 3UTR inh	Peg3 promoter	NR2E3 ag-2	EBV LMP1 NFkB
COC(=O)C1(c2ccccc2)NC(c2ccc(O)cc2)C2C(=O)N(c3ccc4c(c3)OCO4)C(=O)C21 (configuration not stated)	0.4	-11	11	-15	11	13	15	-12	17	1	-1
CC1=CCC2C(=O)N(CCc3c[nH]c4ccccc34)C(=O)C2C1 (configuration not stated)	1.0	-2	-150	6	4	-15	-36	-18	-57	2	-10
CC(C)C(NS(=O)(=O)c1ccc2c(c1)OCCO2)C(=O)NCCc1ccccn1 (configuration not stated)	-2.7	4	12	1	1	-3	-5	8	12	0	-1
O=C(CN1CCN(c2ccccc2)CC1)Nc1ccccc1Cl	1.2	-7	8	3	1	-6	6	-3	9	2	0
COC(=O)c1ccc2c(=O)n(CCCCCC(=O)O)c(=O)[nH]c2c1	-1.1	8	11	-5	1	2	10	7	5	-4	0
CC(C)[C@@H](N)C(=O)NC[C@H]1O[C@@H](n2cnc3c(=O)[nH]c(N)nc32)[C@H](O)[C@@H]1O	-3.1	2	9	-14	.	-3	29	-3	21	.	.
O=C(COC(=O)c1cc(=O)c2ccccc2o1)Nc1ccc2ccccc2c1	-0.8	14	-33	3	16	-13	-23	-10	-18	0	-5
C[C@H](CO)N1C[C@H](C)[C@@H](CN(C)Cc2cccc(F)c2)Oc2cc(-c3cccc(C#N)c3)ccc2S1(=O)=O	4.0	0	9	-3	.	-34	-13	5	11	.	-1
O=C(CSc1nc(-c2ccccc2)nc2ccc(F)cc12)Nc1cccc(C(=O)O)c1	-0.1	4	17	-6	-2	-26	-33	15	5	1	-20
CCC(=O)Nc1ccc(C(=O)N/N=C/c2cccnc2)cc1	0.4	7	10	-26	-4	-4	-13	-3	8	5	9
Cc1ccc(Sc2c([N+](=O)[O-])c(C)nn2C)cc1	1.0	-3	1	1	-74	6	4	-8	-2	-2	3
O=C(COC(=O)CCC1CCCC1)Nc1ccc(F)cc1Cl	-0.5	19	6	-21	-7	4	13	-2	11	3	-16
O=C1COc2ccc(C(=O)COC(=O)Cc3c(F)cccc3Cl)cc2N1	0.2	6	0	-15	1	7	-21	15	3	.	-3
Cc1ccccc1NS(=O)(=O)c1ccc(C)c(NS(C)(=O)=O)c1C	0.5	15	10	-7	-10	-5	5	-2	13	5	-9
CCOC(=O)C1=C(Cc2ccc(Cl)cc2)C(=O)c2ccccc2C1=O	-3.6	-4	-112	11	17	6	12	78	50*	3	6
O=C(Cc1c[nH]c2ccccc12)NCc1cccs1	0.7	6	-31	-1	-4	-9	-20	-5	-25	-7	-6
O=C(c1ccco1)N1CCN(S(=O)(=O)c2ccc3c(c2)OCCO3)CC1	-1.4	8	14	-4	-16	5	2	0	4	3	-10
O=[N+]([O-])c1ccc(/C=N/Nc2ncc(Br)cn2)cc1	0.1	10	-24	-31	-19	-2	-23	-4	3	.	-18
C=CCSC1=C(C#N)C(c2cc(Br)c(O)c(OC)c2)CC(=O)N1 (configuration not stated)	0.1	-16	2	19	1	4	11	12	-2	-2	-2
CCOc1cc(/C=N/N=C/c2ccc(O)c(OCC)c2)ccc1O	-0.3	-8	-6	8	14	2	-16	6	28	1	-5
O=C(NCCN1Cc2ccccc2C1=O)c1cccs1	-3.4	5	-88	2	-25	-13	-17	-22	-62	5	-8
O=[N+]([O-])c1ccccc1C=CC=NN=Cc1ccccc1O	1.3	3	-264	-2	-23	-9	15	-20	-337	.	-17
COc1ccc(-n2nnnc2SCC(=O)Nc2ccccc2N2CCOCC2)cc1OC	-1.5	-3	13	-1	7	-3	-7	-2	9	1	5
Cc1cc(C)c[n+](CC(=O)c2c(C)cc(C)c([N+](=O)[O-])c2C)c1	-0.6	12	20	-2	-3	-12	-23	0	11	-4	2
Cc1cc(C)nc(N2CCC(C(=O)NCc3ccccc3F)CC2)n1	-0.2	1	12	-4	-1	-8	2	-3	20	2	-2

Compound profiles, as listed above.
Record of `CCOC(=O)C1=C(Cc2ccc(Cl)cc2)C(=O)c2ccccc2C1=O` = iPSC survival up: -3.6; KKLEB cytotox: -4; HIF-2a block: -112; C8 TRAIL sens: 11; MITF TRPM1 inh: 17; CF NFkB inh: 6; NR2E3 ag-1: 12; Shn3 3UTR inh: 78; Peg3 promoter: 50*; NR2E3 ag-2: 3; EBV LMP1 NFkB: 6
Record of `CCOc1cc(/C=N/N=C/c2ccc(O)c(OCC)c2)ccc1O` = iPSC survival up: -0.3; KKLEB cytotox: -8; HIF-2a block: -6; C8 TRAIL sens: 8; MITF TRPM1 inh: 14; CF NFkB inh: 2; NR2E3 ag-1: -16; Shn3 3UTR inh: 6; Peg3 promoter: 28; NR2E3 ag-2: 1; EBV LMP1 NFkB: -5

Going on with the list.
SMILES	iPSC survival up	KKLEB cytotox	HIF-2a block	C8 TRAIL sens	MITF TRPM1 inh	CF NFkB inh	NR2E3 ag-1	Shn3 3UTR inh	Peg3 promoter	NR2E3 ag-2	EBV LMP1 NFkB
Cc1ccc(S(=O)(=O)N2[C@@H](c3ccc(C(C)(C)C)cc3)C(C(=O)O)=CC[C@H]2c2ccc(C(C)C)cc2)cc1	1.1	12	16	-3	9	62*	-4	18	21	.	4
COc1ccc(-c2csc(Nc3ccc(O)cc3)n2)cc1	-0.5	11	-475	20	-60	-16	-8	-45	-221	0	-2
COc1cc2cc(CCOC(=O)N3CCCCC3)oc(=O)c2cc1OC	-1.5	9	9	-12	0	-9	-20	-14	2	4	11
CSc1nc2c(c(=O)[nH]c(=O)n2C)n1C/C=C(\C)Cl	7.7	-4	6	-2	0	4	5	-14	0	4	10
O=C(Nc1cccc(-c2nc3ncccc3o2)c1)c1sc2ccccc2c1Cl	0.6	-16	-9	-8	-1	-3	-65	31	-8	-3	5
Cc1cc(=O)oc(C)c1C(=O)NCCNC(=O)c1c(C)cc(=O)oc1C	10	8	14	-5	5	-2	-22	4	3	4	-10
CC1OC1c1ccc(-c2ccc(C3OC3C)cc2)cc1 (configuration not stated)	-0.3	-6	-224	14	-86	-3	-10	-46	-354	.	-37
Brc1cccc(OCCSc2ncccn2)c1	0.6	2	-189	5	-47	-20	-23	-16	-164	0	-23
O=C(Nc1ccc(OCC(=O)N2CCOCC2)cc1)c1cccc(Cl)c1	-0.4	-8	-56	34	-18	2	-17	-8	-68	-1	1
C[C@@H]1CN([C@H](C)CO)C(=O)CCCn2cc(nn2)CO[C@H]1CN(C)C(=O)Nc1ccccc1	-1.3	-12	12	-9	.	1	19	-14	-11	.	0
CC1(C(=O)NS(=O)(=O)C2CC2)CCCN(C(=O)c2cc3ccccc3s2)C1 (configuration not stated)	3.0	5	17	-11	.	8	13	21	0	.	.
Clc1ccc(-c2nnc(-c3ccc4ccccc4c3)o2)cc1	-3.2	10	-273	12	-32	1	-52	-5	-244	.	-6
CC1=C(C(=O)Nc2ccccn2)C(c2ccccc2)n2ncnc2N1 (configuration not stated)	-0.9	-8	-13	-17	10	-12	-28	5	-6	2	3
COC(=O)CSc1ncnc2c1cnn2-c1ccc(C)cc1C	-0.7	-6	20	3	8	6	-2	-5	15	-4	-3
CC1Cc2ccccc2N1C(=O)c1cc2cccnc2n(C)c1=O (configuration not stated)	-0.4	-1	-6	-9	17	4	-20	-7	-32	0	-9
CC1(C)Cc2c(c(N3CCOCC3)nc3sc4c(NCc5ccccc5)nnnc4c23)CS1	1.5	-31	23	-11	28	25	-40	26	21	3	-4
Cc1ccc(S(=O)(=O)N2CCCC(C(=O)NCCc3ccc(S(N)(=O)=O)cc3)C2)cc1 (configuration not stated)	0.4	-6	16	9	5	2	9	-4	1	2	0
Cc1cc(Br)cn2c(Cc3cccc(F)c3)c(-c3ccccc3)nc12	-3.5	-2	-26	-10	.	36	-18	-9	12	.	.
COCCn1c(SCC(=O)N2CCCc3ccccc32)nc2ccccc2c1=O	0.7	8	23	9	8	-8	18	9	23	2	1
Cc1cc(C)cc(NC(=O)NCC2CCN(Cc3cc(C)ccc3C)CC2)c1	-0.7	-18	22	11	4	6	-5	3	84*	0	6
CC1CCCC(C)N1C(=O)COC(=O)c1cncc(Br)c1 (configuration not stated)	-2.0	1	7	8	-2	-23	22	3	-4	.	5
COCC(COS(N)(=O)=O)C(C)C (configuration not stated)	-2.1	-10	17	6	-4	-8	-9	-10	0	2	-4
COc1ccc(C(=O)Nc2nc3cc4c(cc3s2)OCCO4)c(OC)c1	-0.6	-14	-147	26	-5	4	-23	4	-58	2	20
COc1ccc([N+](=O)[O-])cc1CSc1ccccn1	-1.4	4	-23	-8	-7	-7	-23	8	-18	-1	12
CCOC(=O)c1cc2c(=O)[nH]c(C(Cl)(Cl)Cl)nc2o1	-0.7	8	13	5	-16	8	-7	-52	-9	4	-2
CCOC(=O)c1nc(N)sc1C(=O)OCC	1.2	2	0	-2	2	10	-6	12	-17	2	-2
CC1(C(=O)OCC(=O)NCCNC(=O)COC(=O)C2(C)CC2(Cl)Cl)CC1(Cl)Cl (configuration not stated)	0.3	-13	4	-18	2	4	7	-5	3	2	-7
C=CCN1CC2CC3(COc4cc(C)cc(C)c4)C=CC2(O3)C1=O (configuration not stated)	-1.7	2	11	-4	9	-4	-8	1	11	0	-4
S=C(c1nc2ccccc2[nH]1)N1CCOCC1	-0.1	5	0	-11	-9	2	-7	-6	3	0	0

Part of the list above, with each value named:
Compound: CCOC(=O)c1nc(N)sc1C(=O)OCC
  iPSC survival up: 1.2; KKLEB cytotox: 2; HIF-2a block: 0; C8 TRAIL sens: -2; MITF TRPM1 inh: 2; CF NFkB inh: 10; NR2E3 ag-1: -6; Shn3 3UTR inh: 12; Peg3 promoter: -17; NR2E3 ag-2: 2; EBV LMP1 NFkB: -2

Compound: CC1(C(=O)OCC(=O)NCCNC(=O)COC(=O)C2(C)CC2(Cl)Cl)CC1(Cl)Cl (configuration not stated)
  iPSC survival up: 0.3; KKLEB cytotox: -13; HIF-2a block: 4; C8 TRAIL sens: -18; MITF TRPM1 inh: 2; CF NFkB inh: 4; NR2E3 ag-1: 7; Shn3 3UTR inh: -5; Peg3 promoter: 3; NR2E3 ag-2: 2; EBV LMP1 NFkB: -7

Compound: C=CCN1CC2CC3(COc4cc(C)cc(C)c4)C=CC2(O3)C1=O (configuration not stated)
  iPSC survival up: -1.7; KKLEB cytotox: 2; HIF-2a block: 11; C8 TRAIL sens: -4; MITF TRPM1 inh: 9; CF NFkB inh: -4; NR2E3 ag-1: -8; Shn3 3UTR inh: 1; Peg3 promoter: 11; NR2E3 ag-2: 0; EBV LMP1 NFkB: -4

Compound: S=C(c1nc2ccccc2[nH]1)N1CCOCC1
  iPSC survival up: -0.1; KKLEB cytotox: 5; HIF-2a block: 0; C8 TRAIL sens: -11; MITF TRPM1 inh: -9; CF NFkB inh: 2; NR2E3 ag-1: -7; Shn3 3UTR inh: -6; Peg3 promoter: 3; NR2E3 ag-2: 0; EBV LMP1 NFkB: 0
